Assay outcomes from PubChem.
D1 agonist – human D1 receptor agonism; P21728; activation, % at 2 µM; AID 504660; 360,000 tested, 1% active; HEK293 T-REx D1 cells, calcium flux, agonist mode; in the data active means activation above about 30%; further: 0% is about no effect
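Tetracycline-induced HEK293 TREx D1 cells, force-coupled to calcium signalling, were dye-loaded with a no-wash calcium kit. Compound was pin-added after a 10 s baseline. Fluorescence was read kinetically at 1 cycle/s for 180 s, with calcium rises flagged as agonism.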
Glioma ERSR ind – ER stress response induction in glioma; U87-MG GRP78 promoter luciferase reporter, 16 h; Potency, µM, without a hit: at the highest dose activation, hits mostly activators; 420,000 tested, 0.02% active; further: potency means the concentration at half of the fitted maximal effect; series mostly up to about 76 µM; % of control where 0% means no effect; nearly all actives have a fitted effect of over 35% in size
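ERSR induction read as luciferase luminescence (Bright-Glo, 10 min at room temperature) in stably transfected human U87-MG glioma cells exposed to compounds for 16 h, using GRP78 as sensor.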
Vif-APOBEC3G blk – inhibitors of Vif-APOBEC3G interaction. 410,000 tested, 0.076% active. Potency, µM (top dose mostly 46.1 µM), inactives show at the top dose activity, negative = active, usual class: inhibitors. HeLa A3G-eYFP + Vif (tagged APOBEC3G with the HIV-1 protein that degrades it), YFP fluorescence, overnight. Q9HC16. AID 602310;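 further: potency means the concentration at half of the fitted maximal effect; on the % scale 0 is the no-effect control and ±100 the full control effect; nearly all actives have a fitted effect of over 60% in size; hits raise eYFP signal because A3G escapes Vif-driven loss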
Target sequence (Q9HC16 whole entry, looked up): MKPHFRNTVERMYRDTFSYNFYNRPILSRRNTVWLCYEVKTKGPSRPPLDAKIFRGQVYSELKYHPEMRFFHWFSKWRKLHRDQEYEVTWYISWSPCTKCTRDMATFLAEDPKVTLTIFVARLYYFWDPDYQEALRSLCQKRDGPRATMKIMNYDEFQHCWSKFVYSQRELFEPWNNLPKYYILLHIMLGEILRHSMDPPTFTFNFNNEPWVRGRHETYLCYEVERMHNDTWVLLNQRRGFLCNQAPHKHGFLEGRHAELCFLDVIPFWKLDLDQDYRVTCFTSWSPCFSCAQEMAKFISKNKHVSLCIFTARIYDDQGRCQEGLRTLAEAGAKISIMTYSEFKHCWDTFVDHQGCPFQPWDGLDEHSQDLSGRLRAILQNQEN
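HeLa cells stably expressing Vif and C-terminally eYFP-tagged A3G, seeded overnight at 37 deg C, then exposed to compound by pintool overnight at 37 deg C. Rise in yellow fluorescence (Ex 488/Em 500-530, Acumen) marks blocked Vif-driven A3G degradation.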
D1 potentiator – human D1 dopamine receptor positive modulation | potentiation, % at 10 µM | 360,000 tested, 0.036% active | P21728 | AID 504651 | HEK293 TREx D1 cells, calcium flux, dopamine EC20 potentiation; in the data active means potentiation above about 30%; further: 0% is about no effect
Vif-APOBEC3F blk – blocks the Vif interaction with APOBEC3F; Potency, µM (top dose mostly 46.1 µM), for the others: top-dose activity, negative = active; HeLa A3F-eYFP + Vif (tagged APOBEC3F with the HIV-1 protein that degrades it), YFP fluorescence increase; 390,000 tested, 0.2% active; further: potency means the concentration at half of the fitted maximal effect; % of control where 0% means no effect; nearly all actives have a fitted effect of over 65% in size
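HeLa cells stably expressing A3F-eYFP plus Vif, plated and incubated overnight at 37 deg C, then exposed to compounds overnight at 37 deg C. Blocked degradation read as raised yellow fluorescence (Ex 488/Em 500-530).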
D2 PAM – positive allosteric modulators of human D2 dopamine receptor | P14416 | HEK293 T-REx D2, calcium flux, EC20 dopamine potentiation | potentiation, % at 10 µM | 340,000 tested, 0.34% active | AID 485347;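 active means potentiation over 3 SD above the plate norm, cut at about 30% in these data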; further: 0% is about no effect
Target sequence (P14416 whole entry, looked up): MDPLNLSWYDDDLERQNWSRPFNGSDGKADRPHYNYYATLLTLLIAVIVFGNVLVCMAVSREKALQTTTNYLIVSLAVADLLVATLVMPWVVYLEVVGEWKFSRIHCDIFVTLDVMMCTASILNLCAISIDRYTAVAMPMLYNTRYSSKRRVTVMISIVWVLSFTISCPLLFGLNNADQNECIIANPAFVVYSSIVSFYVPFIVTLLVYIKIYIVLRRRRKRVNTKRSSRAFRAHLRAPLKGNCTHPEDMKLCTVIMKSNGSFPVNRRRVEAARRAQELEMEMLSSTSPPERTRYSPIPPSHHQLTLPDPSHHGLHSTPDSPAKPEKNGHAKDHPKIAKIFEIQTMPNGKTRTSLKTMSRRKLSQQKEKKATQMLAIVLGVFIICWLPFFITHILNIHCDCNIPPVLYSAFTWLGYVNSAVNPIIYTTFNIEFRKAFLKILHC
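Primary screen. Calcium kinetics in induced HEK293 T-REx D2 cells: compound pre-addition 180 s, EC20 dopamine, 180 s more.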
RXFP1 ag – RXFP1 (human) receptor agonism. 370,000 tested, 0.3% active. Potency, µM (highest dose often 57.5 µM), for the others: at the top dose activation, hits mostly activators. Q9HBX9. HEK293T-RXFP1 cAMP TR-FRET, 30 min; response scale: percent of porcine relaxin response, buffer zero; further: potency means the concentration at half of the fitted maximal effect; on the % scale 0 is the no-effect control and ±100 the full control effect; nearly all actives have a fitted effect of over 60% in size; many of its hits are not listed in these tables
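Agonist response is measured as cAMP accumulation in an RXFP1-transfected HEK293T line under PDE4 inhibition. Values are scaled between buffer-only and 29 nM porcine relaxin, and EC50s come from standard Hill equation fits.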
RXFP1 antagonist – antagonists of human relaxin receptor RXFP1; Q9HBX9; HEK293-RXFP1, relaxin-stimulated cAMP HTRF, 30 min; stronger effect = lower value; activity change, negative = inhibition, % at 57.5 µM; 350,000 tested, 0.59% active; AID 1259400;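 active means activity change of -60% or lower, but not beyond a set lower limit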; further: on the % scale 0 is the no-effect control and ±100 the full control effect
D1 antagonist – human D1 dopamine receptor antagonism; P21728; HEK293 TREx D1 cells, calcium flux, dopamine EC80; stronger effect = lower value; activity change, negative = inhibition, % at 10 µM; 360,000 tested, 3.2% active; in the data active means activity change below about -30%; further: on the % scale 0 is the no-effect control and ±100 the full control effect
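Compound effects on dopamine-evoked calcium signalling were measured in tetracycline-induced HEK293 Trex D1 cells. Dopamine at EC80 followed a 180 s compound pre-read, and fluorescence was tracked kinetically for 180 s more.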
Active calls of the source: *; nt = no result given; & = joins results of further samples. Unless noted, the call rests on the fitted dose curve; in most records, active means well fitted curve in the direction sought with a large enough effect; inconclusive means small, poorly fitted or top-dose-only effect, or another doubt; inactive means no such curve, though single readings can be large; an effect the other way counts as inactive or inconclusive. Not all compounds are listed, so the mix of outcomes need not match the whole.

Each structure is followed by: D1 agonist	Glioma ERSR ind	Vif-APOBEC3G blk	D1 potentiator	Vif-APOBEC3F blk	D2 PAM	RXFP1 ag	RXFP1 antagonist	D1 antagonist
- Cc1nc(NC(=O)COC(=O)C(C)NC(=O)c2ccccc2)c(Cl)cc1Cl (stereo not given)
 : 1	-1%	0%	-8	-9%	7	-0.1%	2	2
- O=C(C1CCCN(S(=O)(=O)c2ccc([N+](=O)[O-])cc2)C1)N1CCCCC1 (stereo not given)
 : 11	-5%	1%	-10	0%	-4	0.0%	-12	-20
- CC(C)C(=O)NC(=S)/C=C1/N(C)c2ccccc2C1(C)C
 : 0	-3%	0%	-3	-4%	-3	1.0%	-26	6
- CN1CCN(CCCNC(=O)Nc2cccc3ccccc23)CC1
 : 1	-2%	1%	4	-6%	-6	-0.3%	nt	-15
- COC(=O)CC(NC(=O)Nc1ccc(C)cc1)c1cccc([N+](=O)[O-])c1 (stereo not given)
 : 0	1%	-3%	-4	10%	-1	1.4%	5	-2
- CCOC(=O)Cc1csc(NC(=O)Nc2ccc(OC(F)(F)F)cc2)n1
 : 20	-2%	-1%	-8	-3%	4	-0.1%	4	-36*
- Cc1cccc(NC(=O)c2ccc(C(=O)c3ccccc3)cc2)n1
 : 4	4%	4%	0	5%	-3	0.8%	-38	-35*
- Cc1ccc2nc(N(CCCN(C)C)C(=O)c3cc4ccccc4oc3=O)sc2c1
 : 18	-3%	4%	-5	9%	-10	0.6%	-23	8
- COc1ccc(NS(=O)(=O)c2ccc(N)c(C(=O)O)c2)cc1
 : 2	-4%	0%	0	0%	9	0.1%	10	-3
- CC(C)c1ccc(NC(=O)c2ccc(NC3=NC4CS(=O)(=O)CC4S3)cc2)cc1 (stereo not given)
 : 5	-4%	-2%	2	-3%	14	2.0%	-8	1
- CC(=O)Nc1cc2c3c(c1)CCN3C(=O)CC2
 : 4	-1%	-4%	-2	-4%	6	1.6%	5	6
- COc1cccc(C(=O)Nn2c(-c3cccs3)nc3ccccc3c2=O)c1OC
 : 2	-4%	-1%	6	2%	7	0.3%	-6	-9
- OC(COc1cccc2ccccc12)CN1CCN(c2cccc(Cl)c2)CC1 (stereo not given)
 : 4	-1%	-2%	11	-4%	-8	0.5%	-13	12
- Cc1ccc(CCNC(=O)CS(=O)Cc2nc(-c3cccc(C)c3)oc2C)cc1 (stereo not given)
 : 1	-5%	3%	-3	-4%	-1	2.0%	0	-28
- O=C(O)COc1ccccc1C=NNC(=O)c1ccc(NS(=O)(=O)c2cccs2)cc1
 : nt	1%	2%	nt	11%	nt	nt	-4	nt
- O=C(c1cc(-c2ccccc2)on1)N1CCN(c2ccccc2)CC1
 : 5	-4%	1%	0	-2%	4	0.1%	-7	-26
- COc1ccc(CN(C)CC(=O)Nc2cc3oc4ccccc4c3cc2OC)c(OC)c1
 : 7	0%	0%	3	6%	-3	3.1%	-15	3
- COc1ccccc1N1CCN(C(=O)c2cc3c(=O)n(C)c4ccccc4c3s2)CC1
 : 2	1%	3%	-1	4%	10	-0.2%	-13	-53*
- CC(=O)Nc1ccc(NC(=O)c2ccccc2CCc2ccccc2)cc1
 : 4	-2%	-3%	-12	3%	6	4.9%	-9	-31*
- COc1ccc(-c2nc3c4ccccc4n(CC(=O)N4CCN(c5ccccc5OC)CC4)c(=O)n3n2)cc1
 : 0	0%	2%	2	5%	5	2.6%	-6	nt
- O=C(NCCCc1nc2ccccc2n1Cc1ccc(Cl)cc1Cl)c1ccco1
 : 2	-3%	-3%	-3	0%	-6	1.2%	-16	-13
- COc1ccc2nc(C)cc(Nc3ccc(Cl)c(Cl)c3)c2c1
 : 9	-10%	-16%	2	-9%	3	0.2%	-17	-5
- O=C(Cn1c(CO)nc2ccccc21)NC1CCCCCC1
 : 0	nt	nt	2	nt	-4	1.0%	nt	-21
- CCCCCOc1ccc(C(=O)NCC2(c3ccccc3)CCOCC2)cc1
 : 25	-3%	1%	-7	-3%	5	0.2%	-22	-12
- Cc1[nH]c(=O)[nH]c(=O)c1S(=O)(=O)Nc1ccc(Br)cc1F
 : 2	1%	-1%	-5	7%	6	3.5%	5	3
- CCOc1ccc(NC(=O)CC(c2ccccc2)c2ccc(F)cc2)cc1 (stereo not given)
 : -1	-2%	0%	-3	-10%	-9	1.0%	-12	-10
- CCOC(=O)c1ccc(N2CCN(c3cc(Cl)ccc3C)CC2)c(NC(=O)Nc2cccc(OC)c2)c1
 : 3	-2%	0%	0	-6%	-11	1.4%	-15	-3
- Cc1ccc(NC(=O)Cn2c(=O)c(C)nc3ccccc32)cc1
 : 4	-6%	-3%	-3	4%	-1	-0.5%	-5	nt
- Cc1cccc(OC(C)C(=O)OCC(=O)N2CCN(c3ccccc3)CC2)c1 (stereo not given)
 : nt	-2%	-1%	nt	7%	nt	nt	-13	nt
- N#Cc1ccc(CN2CCN(C(=O)Cn3nc(C(N)=O)c4ccccc4c3=O)CC2)cc1
 : 3	0%	0%	-6	0%	2	4.2%	1	-21

Eight compounds out of the list, sorted by molar mass, smallest number first:
Each structure is followed by: D1 agonist	Glioma ERSR ind	Vif-APOBEC3G blk	D1 potentiator	Vif-APOBEC3F blk	D2 PAM	RXFP1 ag	RXFP1 antagonist	D1 antagonist
- CC(C)C(=O)NC(=S)/C=C1/N(C)c2ccccc2C1(C)C
 : 0	-3%	0%	-3	-4%	-3	1.0%	-26	6
- CN1CCN(CCCNC(=O)Nc2cccc3ccccc23)CC1
 : 1	-2%	1%	4	-6%	-6	-0.3%	nt	-15
- COc1ccc2nc(C)cc(Nc3ccc(Cl)c(Cl)c3)c2c1
 : 9	-10%	-16%	2	-9%	3	0.2%	-17	-5
- CC(=O)Nc1ccc(NC(=O)c2ccccc2CCc2ccccc2)cc1
 : 4	-2%	-3%	-12	3%	6	4.9%	-9	-31*
- OC(COc1cccc2ccccc12)CN1CCN(c2cccc(Cl)c2)CC1 (stereo not given)
 : 4	-1%	-2%	11	-4%	-8	0.5%	-13	12
- N#Cc1ccc(CN2CCN(C(=O)Cn3nc(C(N)=O)c4ccccc4c3=O)CC2)cc1
 : 3	0%	0%	-6	0%	2	4.2%	1	-21
- COc1ccccc1N1CCN(C(=O)c2cc3c(=O)n(C)c4ccccc4c3s2)CC1
 : 2	1%	3%	-1	4%	10	-0.2%	-13	-53*
- CCOC(=O)c1ccc(N2CCN(c3cc(Cl)ccc3C)CC2)c(NC(=O)Nc2cccc(OC)c2)c1
 : 3	-2%	0%	0	-6%	-11	1.4%	-15	-3

Going on with the list:
Each structure is followed by: D1 agonist	Glioma ERSR ind	Vif-APOBEC3G blk	D1 potentiator	Vif-APOBEC3F blk	D2 PAM	RXFP1 ag	RXFP1 antagonist	D1 antagonist
- Cc1ccc(CNC(=O)Nc2cc(C(=O)NCc3ccc(C(C)C)cc3)ccc2N2CCCC2)cc1
 : 0	-2%	-2%	0	3%	0	0.8%	0	3
- CCn1c(C)nc2cc(C(=O)N/N=C/c3ccc(O)cc3)ccc21
 : 1	2%	0%	2	0%	0	7.1%	-16	5
- CCNC(=S)N1CCN(CC(=O)Nc2ccc(OC)cc2)CC1
 : 3	-4%	0%	-1	5%	-2	0.5%	-4	5
- Cc1nc(CC(=O)N2CCN(c3cccc(C)c3C)CC2)cs1
 : 0	-2%	2%	0	-10%	10	-0.4%	1	2
- O=C(COC(=O)c1cc(-c2cccs2)nn1-c1ccccc1)Nc1cccc([N+](=O)[O-])c1
 : 8	2%	-2%	16	8%	-6	-2.5%	-8	-4
- COc1ccc(C(=O)N2CCN(C3CCCCC3)CC2)cc1OC
 : -3	-1%	6%	-4	1%	-2	-4.1%	-1	14
- CC1(C)SC(=S)N(/N=C/c2cccnc2)C1N(O)C(=O)Nc1ccccc1 (stereo not given)
 : 2	-5%	-3%	0	0%	3	-2.1%	3	0
- N#C/C(=C\c1cccc(Cl)c1)C(=O)c1ccccc1
 : 5	-4%	-4%	-3	2%	7	8.2%	-15	-10
- Cc1ccccc1OCc1n[nH]c(=S)n1-c1ccccc1
 : 6	-1%	0%	-10	4%	-7	1.8%	-3	-1
- Cn1c(-c2ccc(Br)o2)nc2ccccc21
 : 3	-6%&-7%	-5%&-2%	2	-6%	-1	1.4%	0	-1
- COCc1cc(C)n(CC(=O)Nc2cccc(C(C)=O)c2)c(=O)c1C#N
 : 0	-3%	1%	-3	3%	-6	1.1%	nt	-9
- COc1ccc(C(C)(C)C)cc1NC(=O)CNc1cccc2ccccc12
 : 4	-8%	2%	-5	-25%	-2	1.0%	-16	9
- CC(C)C[C@H](NC(=O)N1CC(=O)Nc2ccccc21)C(=O)N[C@H](C(=O)O)c1ccccc1
 : 0	-3%	3%	-1	3%	-14	0.1%	nt	-27
- CCOc1ccc(NC(=O)c2ccccc2NC(=O)CN2CCN(C(C)=O)CC2)cc1
 : 0	-4%	-9%	3	0%	5	0.4%	-6	-21
- COC(=O)c1ccc(N2CCN(CCNC(=O)Nc3ccc(OC)cc3)CC2)cc1
 : 1	-1%	3%	-4	1%	-4	-1.0%	-3	-4
- Cc1ccc(NC(=O)/C(=C/c2ccncc2)NC(=O)c2ccccc2)cc1
 : 1	-2%	2%	-5	0%	6	2.3%	5	4
- CCOc1ccc(-n2c(=O)[nH]c3sc4c(c3c2=O)CCCC4)cc1
 : 0	-3%	-7%	1	0%	18	-0.4%	-4	-4
- COCCSc1nnc(NC(=O)c2ccc([N+](=O)[O-])cc2)s1
 : 4	-1%	3%	0	-3%	11	0.2%	3	8
- COCCCNC(=O)Cn1nc(-c2cccc(OC)c2)ccc1=O
 : 2	-1%	4%	-5	2%	4	0.7%	-6	14
- CCOCc1nnc(NC(=O)COc2ccc3c(c2)OCO3)s1
 : 9	-2%	0%	nt	-20%	-1	-1.4%	-2	-4
- O=C(NCC(=O)N1CCC2(CC1)NCCc1[nH]cnc12)c1ccc2ccccc2c1
 : 1	1%	0%	0	1%	-7	3.2%	-24	-7
- OC(c1ccccc1)c1nccc2ccccc12 (stereo not given)
 : 3	-4%	-3%	-2	-11%	2	0.9%	-7	6
